# Compound activity (PubChem)
# PG9 binder: small molecules binding HIV-1 gp120 antibody PG9; TR-FRET gp120-PG9 antibody binding; inhibition, % at 6.7 µM; 0.43% of 360,000 active; AID 624416; in the data active = inhibition above about 8.5%
# SMARCA2 act: SMARCA2 function activation, primary screen; AID 652017; MG213 cells, MMTV-luciferase reporter, dexamethasone, overnight; activation, % at 9.1 µM; 1% of 370,000 active; in the data active = activation above about 7.8%;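 note: 0% = vehicle wells and 100% = reference activator wells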
# GC-B act: GC-B (human) receptor activation; HEK293-GC-B cells, CNP EC30, cGMP TR-FRET; 0% at EC30 CNP, 100% saturating CNP; activation, % at 10 µM; 0.11% of 370,000 active;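 active = activation at 10 µM reaching about 35% in either raw or pattern-adjusted values, limit read from the data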
# NPR1 activator: GC-A (human) enzyme activation; HEK293 GC-A cells, cGMP TR-FRET, EC30 ANP; 0% at EC30 ANP, 100% saturating ANP; P16066; 0.14% of 370,000 active; AID 1671463; activation, % at 10 µM; in the data active = activation above about 40%
# ARFGAP1 inh: inhibits rat ARF GTPase activating protein 1 | Q62848 | inhibition, % at 16.5 µM | 0.26% of 360,000 active | Arfgap1-stimulated ARF1 GTP hydrolysis, GDP FP detection;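 active = inhibition above a per-plate limit, mean inhibition of low control wells plus 3 SD, cut at about 25% in these data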;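 note: 0% = DMSO wells with enzyme and 100% = wells lacking Arfgap1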
#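 Material: rat Arfgap1 GAP domain (His6, aa 1-136), purified enzyme. Also added: human ARF1(Δ1-17)-GTP substrate. Compound dosing: 16.5 µM single point, 1.26% DMSO. Timing: enzyme reaction 120 min at 25 °C after 20 min preincubation. Signal: GDP detection by fluorescence polarization. Read-out basis: percent inhibition of GAP-stimulated GDP formation, scaled between DMSO and no-Arfgap1 medians.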
# ASAP1 inh: inhibitors of human ASAP1 ArfGAP activity | 0.19% of 360,000 active | AID 624377 | ASAP1-stimulated ARF1 GTP hydrolysis, GDP FP detection | Q9ULH1 | inhibition, % at 16.5 µM; in the data active = inhibition above about 25%;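 note: 0% = vehicle with enzyme and substrate and 100% = no enzyme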
# rCAG binder: r(CAG) repeat RNA binding; TO-PRO-1 dye displacement fluorescence; inhibition, % at 3 µM; 1.3% of 370,000 active;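 active = inhibition above the plate cutoff, the mean of all test compounds on that plate plus 3 SD, cut at about 35% in these data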;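 note: 0% = DMSO alone and 100% = 100 µM mitoxantrone as full dye displacement; higher means more dye released from RNA so lower well fluorescence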
# HTRA1 inhibitor: blocks human HTRA1 serine peptidase; AID 504803; Q92743; 0.5% of 340,000 active; inhibition, % at 5.96 µM; recombinant HTRA1, FP-rhodamine activity-based probe, fluorescence polarization; in the data active = inhibition above about 36%;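 note: 0% = enzyme with DMSO and 100% = wells lacking enzyme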
# Target sequence (Q92743 whole entry, looked up): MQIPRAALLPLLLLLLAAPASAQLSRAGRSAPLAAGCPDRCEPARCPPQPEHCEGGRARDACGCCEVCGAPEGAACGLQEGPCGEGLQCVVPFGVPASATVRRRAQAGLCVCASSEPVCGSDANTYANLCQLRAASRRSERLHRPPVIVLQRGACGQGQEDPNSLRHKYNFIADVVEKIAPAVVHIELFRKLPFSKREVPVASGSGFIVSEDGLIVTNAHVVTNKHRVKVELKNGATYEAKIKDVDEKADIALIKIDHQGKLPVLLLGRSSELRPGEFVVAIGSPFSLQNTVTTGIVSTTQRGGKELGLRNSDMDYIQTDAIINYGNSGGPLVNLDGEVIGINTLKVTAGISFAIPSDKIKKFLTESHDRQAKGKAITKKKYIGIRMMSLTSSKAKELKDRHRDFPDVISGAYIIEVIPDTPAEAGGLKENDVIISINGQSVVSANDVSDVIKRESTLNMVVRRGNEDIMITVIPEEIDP
# Rev-erbA mod: modulates human Rev-erb alpha binding to DNA; P20393; Rev-erbα–FITC-DNA binding, fluorescence polarization, 90 min; activity, % at 10 µM; 0.79% of 370,000 active;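 active = activity above about 14%, limit read from the data; passing the limit was not always enough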;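 note: 0% = DMSO wells with 35 nM protein and 100% = DMSO wells with 750 nM protein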
# Target sequence (P20393 whole entry, looked up): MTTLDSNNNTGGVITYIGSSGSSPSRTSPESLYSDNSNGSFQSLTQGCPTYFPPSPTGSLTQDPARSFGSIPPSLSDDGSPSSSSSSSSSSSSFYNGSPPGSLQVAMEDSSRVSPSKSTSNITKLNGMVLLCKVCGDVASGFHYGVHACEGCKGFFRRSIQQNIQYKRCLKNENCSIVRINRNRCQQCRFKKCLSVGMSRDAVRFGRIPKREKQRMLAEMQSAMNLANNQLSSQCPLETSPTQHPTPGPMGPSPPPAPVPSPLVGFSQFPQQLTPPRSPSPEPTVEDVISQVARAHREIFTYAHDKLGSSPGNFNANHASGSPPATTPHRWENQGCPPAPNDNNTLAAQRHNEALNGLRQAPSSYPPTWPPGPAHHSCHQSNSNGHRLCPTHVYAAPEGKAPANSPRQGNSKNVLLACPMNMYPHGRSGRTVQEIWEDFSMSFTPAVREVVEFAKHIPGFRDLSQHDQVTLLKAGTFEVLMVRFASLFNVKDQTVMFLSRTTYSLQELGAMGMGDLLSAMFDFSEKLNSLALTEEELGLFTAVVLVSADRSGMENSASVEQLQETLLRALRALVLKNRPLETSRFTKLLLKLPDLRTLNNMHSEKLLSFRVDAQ
# mABHD4 FP: inhibitors of mouse ABHD4. Q8VD66. purified mABHD4, FP-Rh probe fluorescence polarization. inhibition, % at 8.92 µM. 0.54% of 370,000 active;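 active = inhibition exceeding the mean over every tested compound plus 3 SD, cut at about 30% in these data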;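 note: 0% = plate median of compound wells and 100% = S159A mutant with DMSO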
#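 Assay system: wild-type mouse ABHD4 protein; compound: single nominal dose of 8.92 µM, 0.89% DMSO final; schedule: 45 min + 60 min at 25 °C; measured by: FP readout, ex 525 nm / em 598 nm; evaluation: % inhibition of FP-Rh probe binding versus controls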
# * = called active by the depositor; · = no result given.
molecule	mABHD4 FP	ARFGAP1 inh	rCAG binder	ASAP1 inh	SMARCA2 act	Rev-erbA mod	PG9 binder	NPR1 activator	HTRA1 inhibitor	GC-B act
Cc1ccccc1C(=O)c1cccn1CC(=O)NCCN1CCN(c2cccc(C)c2C)CC1	-2.7	7.0	-0.3	16.4	-5.5	8.9	-1.4	-5.9	-9.3	-7.2
O=S(=O)(Nc1ccc(-c2ccc3nncn3n2)cc1)c1ccccc1Cl	0.9	11.7	9.7	-11.1	3.7	-4.5	1.1	4.4	3.8	3.6
CCOC(=O)c1oc2cc(O)cc(O)c2c(=O)c1OCc1ccccc1	1.6	5.9	17.9	-3.3	6.3	-2.1	-0.7	-2.8	-4.2	-7.9
On1c(-c2ccccc2)nc2ccccc21	1.3	3.8	-0.2	3.0	-1.7	-3.2	0.3	2.4	4.8	5.7
CC(C)[C@H](NC(=O)c1ccccc1)C(=O)OCC(=O)c1c(N)n(C)c(=O)n(C)c1=O	-3.8	1.4	-1.2	-1.7	-2.3	0.6	0.4	2.8	4.3	-3.2
COc1cccc(C(=O)NCC(=O)OCC(=O)C(C)(C)C)c1	-0.6	12.5	-0.8	-4.4	7.0	2.4	-1.6	-2.2	3.3	0.1
COc1cccc(CN2CCC2(C)C(=O)Nc2ccc3c(c2)OCO3)c1F (stereo unspecified)	-15.3	-2.9	1.1	10.2	-1.8	2.0	0.1	-2.4	·	0.0
NNC1=N[C@H]2CS(=O)(=O)C[C@H]2S1	10.7	0.4	2.9	-21.6	-2.6	-1.8	0.8	1.1	-1.7	0.6
Cc1ccc(Cl)cc1NC(=S)N(Cc1ccccc1)Cc1cccnc1	-5.2	3.2	1.3	15.2	-3.5	-2.5	-0.5	-15.1	-6.1	-5.5
Cc1sc2nc(SCC(=O)N3CC(C)OC(C)C3)n(C)c(=O)c2c1C (stereo unspecified)	0.7	25.6*	5.4	-1.6	-1.2	-1.2	-2.6	0.9	4.1	11.7
CC1CCN(C(=O)COC(=O)C2CCN(S(=O)(=O)c3ccc(Cl)c(C(F)(F)F)c3)CC2)CC1	-0.7	6.0	-4.5	1.4	-3.6	1.3	-0.2	0.1	-0.8	3.0
O=C(O)c1ccccc1-c1nc2cc(Cl)ccc2c(=O)n1O	2.9	-0.5	-4.5	6.3	-2.0	-5.2	1.9	-1.2	10.4	-0.6
Cc1cc2ccccn2c1C(=O)c1ccccc1F	4.6	-1.6	-3.0	-3.8	-0.6	-1.4	3.1	-2.2	-3.0	-6.1
COc1ccc(CNC(=O)CCC(=O)N2CCN(S(=O)(=O)c3cc([N+](=O)[O-])ccc3C)CC2)cc1	-1.5	16.5	1.5	5.9	-0.1	-0.8	-1.1	0.5	0.7	-4.0
CCN(CC)S(=O)(=O)c1ccc(-c2nnco2)cc1	8.0	5.3	-1.2	-6.6	-1.7	-5.4	0.5	-1.6	-1.5	-0.3
CC(NCC(O)COCCC12CC3CC(CC(C3)C1)C2)c1ccccc1 (stereo unspecified)	30.6*	-1.9	0.2	12.5	-2.1	2.7	-2.4	-12.4	-6.5	-2.3
CN(C)S(=O)(=O)c1cccc(NC(=O)Cn2cc(C(F)(F)F)cc(Cl)c2=O)c1	-1.7	18.1	-0.7	3.8	3.7	2.3	-1.9	3.7	-0.8	-0.9
CC(C)COc1ccc(C(=O)OCC(=O)N(C)CC(=O)Nc2ccc(F)cc2)cc1	1.6	1.3	-2.7	-4.9	-1.7	-4.2	-1.1	1.5	-6.6	-4.1
CCN(Cc1ccccc1)Cc1ccc(OCc2ccccc2)c(OC)c1	-5.8	4.6	-11.7	-0.7	-0.3	1.2	1.6	4.0	-5.7	-2.9
O=C(Nc1ccc(F)cc1)C(c1ccnc2ccccc12)N1CCN(C(=O)c2ccco2)CC1 (stereo unspecified)	7.0	-6.3	4.9	-5.8	-4.0	5.7	-2.6	0.8	·	3.8
O=C(O)c1nc(-c2ccccc2)n(-c2ccccc2)n1	2.3	-9.8	-0.1	-5.0	-3.6	-3.7	-0.3	1.3	6.4	3.9
O=C(Cc1ccccc1)NCC(=O)N1CCCCC1	-2.2	-14.4	-2.6	0.1	-0.2	0.2	1.3	0.5	1.8	4.8
COc1ccc(C(=O)Nc2nc(CC(=O)NCCc3cccc(OC)c3)cs2)cc1	-0.7	-3.5	-1.7	5.6	1.7	4.4	-1.6	3.1	-10.3	-2.5
COc1ccc(NC(=O)Nc2nnc(-c3ccco3)s2)cc1	0.4	34.9*	23.3	6.0	7.1	2.1	-1.4	4.3	2.5	-2.9
O=P(Cc1nnco1)(c1ccccc1)c1ccccc1	4.1	0.4	2.6	-21.4	1.6	-0.1	1.5	6.7	5.4	1.4
Cn1cc(-c2coc3c(C(=O)NCc4cccnc4)cccc23)cn1	3.5	3.7	3.3	8.4	-3.9	-1.9	-2.1	-4.4	·	3.5
CC1CN(C(=O)CCS(=O)(=O)c2ccccc2)CC(C)O1 (stereo unspecified)	-2.7	-7.0	-2.5	2.8	-2.4	-2.3	0.6	-2.3	10.7	4.1
O=C(NC1CCCCC1c1ccccc1)c1ccccc1 (stereo unspecified)	-3.6	3.3	-0.9	-8.5	-2.2	8.3	-1.6	-7.0	-1.6	-3.6
Fc1cccc(-n2c(-c3ccco3)nc3nc4ccccc4nc32)c1	0.0	14.6	7.5	-4.8	0.9	-0.1	0.9	1.6	-0.9	-9.2
CC1(C(=O)Nc2ccccc2)Cc2c(-c3ccc4c(c3)OCO4)ccnc2O1 (stereo unspecified)	-1.9	2.8	2.1	5.0	-1.2	-2.7	-1.2	4.1	·	-0.2

# Ten compounds out of the list, arranged by length of the SMILES, low to high.
molecule	mABHD4 FP	ARFGAP1 inh	rCAG binder	ASAP1 inh	SMARCA2 act	Rev-erbA mod	PG9 binder	NPR1 activator	HTRA1 inhibitor	GC-B act
On1c(-c2ccccc2)nc2ccccc21	1.3	3.8	-0.2	3.0	-1.7	-3.2	0.3	2.4	4.8	5.7
Cc1cc2ccccn2c1C(=O)c1ccccc1F	4.6	-1.6	-3.0	-3.8	-0.6	-1.4	3.1	-2.2	-3.0	-6.1
O=C(NC1CCCCC1c1ccccc1)c1ccccc1 (stereo unspecified)	-3.6	3.3	-0.9	-8.5	-2.2	8.3	-1.6	-7.0	-1.6	-3.6
O=P(Cc1nnco1)(c1ccccc1)c1ccccc1	4.1	0.4	2.6	-21.4	1.6	-0.1	1.5	6.7	5.4	1.4
COc1ccc(NC(=O)Nc2nnc(-c3ccco3)s2)cc1	0.4	34.9*	23.3	6.0	7.1	2.1	-1.4	4.3	2.5	-2.9
CC1CN(C(=O)CCS(=O)(=O)c2ccccc2)CC(C)O1 (stereo unspecified)	-2.7	-7.0	-2.5	2.8	-2.4	-2.3	0.6	-2.3	10.7	4.1
Cc1ccc(Cl)cc1NC(=S)N(Cc1ccccc1)Cc1cccnc1	-5.2	3.2	1.3	15.2	-3.5	-2.5	-0.5	-15.1	-6.1	-5.5
Cn1cc(-c2coc3c(C(=O)NCc4cccnc4)cccc23)cn1	3.5	3.7	3.3	8.4	-3.9	-1.9	-2.1	-4.4	·	3.5
Cc1sc2nc(SCC(=O)N3CC(C)OC(C)C3)n(C)c(=O)c2c1C (stereo unspecified)	0.7	25.6*	5.4	-1.6	-1.2	-1.2	-2.6	0.9	4.1	11.7
CC(C)[C@H](NC(=O)c1ccccc1)C(=O)OCC(=O)c1c(N)n(C)c(=O)n(C)c1=O	-3.8	1.4	-1.2	-1.7	-2.3	0.6	0.4	2.8	4.3	-3.2

# Arranged by heavy-atom count (falling): three of the compounds above
molecule	mABHD4 FP	ARFGAP1 inh	rCAG binder	ASAP1 inh	SMARCA2 act	Rev-erbA mod	PG9 binder	NPR1 activator	HTRA1 inhibitor	GC-B act
COc1ccc(C(=O)Nc2nc(CC(=O)NCCc3cccc(OC)c3)cs2)cc1	-0.7	-3.5	-1.7	5.6	1.7	4.4	-1.6	3.1	-10.3	-2.5
O=C(NC1CCCCC1c1ccccc1)c1ccccc1 (stereo unspecified)	-3.6	3.3	-0.9	-8.5	-2.2	8.3	-1.6	-7.0	-1.6	-3.6
NNC1=N[C@H]2CS(=O)(=O)C[C@H]2S1	10.7	0.4	2.9	-21.6	-2.6	-1.8	0.8	1.1	-1.7	0.6

# The listing continues.
molecule	mABHD4 FP	ARFGAP1 inh	rCAG binder	ASAP1 inh	SMARCA2 act	Rev-erbA mod	PG9 binder	NPR1 activator	HTRA1 inhibitor	GC-B act
CCCN1CCC(=O)NC1=S	0.4	-9.4	0.1	8.6	-3.4	-8.2	2.6	2.0	8.0	2.0
c1ccc(COCCCn2cc(-c3ccccc3)nn2)cc1	-3.9	9.7	-7.3	-6.1	0.5	-0.5	-0.1	0.0	-8.6	-3.5
COc1ccc(-c2nnn(CC(=O)N3CCN(c4ccc(F)cc4)CC3)n2)cc1	1.9	20.0	0.8	7.8	6.0	2.1	-1.4	1.1	5.4	0.4
COc1cc(CN2CCCCCC2)cc(OC)c1	-2.0	-14.8	-2.1	0.1	-1.7	-7.5	1.9	3.7	5.0	-3.1
CCN(Cc1ccccc1)c1ccc(/C=N/NS(=O)(=O)c2cccc([N+](=O)[O-])c2)cc1	-13.6	9.8	5.6	2.9	-3.2	1.8	-1.6	-1.6	-11.4	-1.3
O=C1NC(=S)N/C1=C/c1ccc(Oc2ccc(C(F)(F)F)cc2[N+](=O)[O-])c(Cl)c1	-1.5	9.8	-0.3	-4.2	-2.3	-3.9	-1.2	-2.8	3.4	-1.8
Cc1ccc(C)c(-n2nnc3ccccc3c2=O)c1	0.6	3.6	-0.9	6.2	-1.5	-6.0	-0.1	-4.5	5.9	4.2
COc1ccc(N=c2cc(-c3ccc(O)cc3)oc3ccccc23)cc1	0.9	4.4	21.4	22.8	6.2	8.6	-3.3	9.1	4.1	-2.7
O=C(CN1C(=O)c2ccc(Br)cc2C1=O)NCC1CCCO1 (stereo unspecified)	-3.2	5.9	-3.8	-7.1	0.4	3.0	-1.3	3.2	5.0	1.9
CCCn1c(NCc2c[nH]c3ccccc23)nc2ccccc21	0.6	-2.7	-4.0	8.4	0.5	2.0	0.1	-16.5	-9.8	-16.1
O=C(NCCC(=O)N1CCN(c2ccc(F)cc2)CC1)c1ccco1	0.8	5.7	-0.3	6.5	3.0	-0.2	0.2	0.1	-3.9	1.2
CCNc1ccc2c(Cl)cc(=O)oc2c1	10.4	-3.9	-1.9	3.4	-0.1	6.3	-1.0	-2.9	-3.5	-1.2
COc1ccc(S(=O)(=O)NCCOc2ccccc2)cc1-n1cnnn1	2.1	0.4	-0.5	5.8	-1.8	-1.6	-0.1	2.0	4.3	-0.4
CNc1snc(C)c1C(=O)OCC(=O)c1ccc(Cl)cc1	-4.9	-9.2	4.0	0.6	-4.0	-5.3	0.6	2.8	-5.6	-4.3
COc1ccc(CCN2C(=O)CC(C(C)c3ccccc3)C2=O)cc1OC (stereo unspecified)	-4.5	-2.0	-6.1	4.6	-1.6	2.2	-3.8	-0.1	-1.5	0.6
CSCC[C@H](NC(=O)Cc1c(C)c2c(cc(C)c3c(C)c(C)oc32)oc1=O)C(=O)O	1.6	4.3	29.6	-7.6	1.5	4.5	0.6	0.8	0.5	1.8
